Bioassay records as filed in PubChem.
PI5P4K alpha inh = qHTS for Inhibitors of phosphatidylinositol 5-phosphate 4-kinase (PI5P4K) | Phosphatidylinositol 5-phosphate 4-kinase type-2 alpha (Homo sapiens), P48426 | PI5P4Kalpha enzyme, ADP-Glo luminescence, 60 min; hits give low values | max response, % | 330,000 compounds, 1.2% hits; active means max response of -50% or lower; inconclusive means between -30% and -50%; inactive means -30% or higher; further: value at the top dose of about 77 µM; on the % scale 0 is the no-effect control and ±100 the full control effect
Target sequence (P48426 whole entry, looked up): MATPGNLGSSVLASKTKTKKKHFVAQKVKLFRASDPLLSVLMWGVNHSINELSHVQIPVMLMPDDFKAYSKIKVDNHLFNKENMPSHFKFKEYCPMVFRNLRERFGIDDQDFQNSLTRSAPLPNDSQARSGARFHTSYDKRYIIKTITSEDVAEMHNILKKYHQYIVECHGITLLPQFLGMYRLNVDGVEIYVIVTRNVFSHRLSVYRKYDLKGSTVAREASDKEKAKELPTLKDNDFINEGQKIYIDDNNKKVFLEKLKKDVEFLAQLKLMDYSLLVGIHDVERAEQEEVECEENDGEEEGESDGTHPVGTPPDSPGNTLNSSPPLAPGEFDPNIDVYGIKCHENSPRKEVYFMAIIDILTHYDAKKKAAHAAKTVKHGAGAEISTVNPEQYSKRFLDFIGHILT
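Luminescence from ADP-Glo served as readout of PI5P4Kalpha activity in a qHTS format. Reaction: enzyme, substrate, compound, ATP at 5 microM final, 60 min at RT.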
GLP1R cytotox = qHTS of GLP-1 Receptor Inverse Agonists: Cytotox Screen; HEK293 cAMP-luciferase reporter cells, luminescence, 24 h; Potency, µM (doses to about 38.3 µM), for inactives: at the highest dose activity change, negative = inhibition, hits mostly inhibitors; 410,000 compounds, 0.13% hits; AID 624418, 2012;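 further: loss of luciferase light is scored as toxicity; potency means the concentration at half of the fitted maximal effect; on the % scale 0 is the no-effect control and ±100 the full control effect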
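MLSMR compounds, 24 hr on cells at 37 deg C/5% CO2; luminescence after luciferase reagent (12 min RT). Inhibition counted as the undesired cytotoxic outcome.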
EPAC1 agonist = qHTS for Agonist of cAMP-regulated guanine nucleotide exchange factor 3 (EPAC1): primary screen | Potency, µM (doses to about 154 µM), for the others: at the highest dose activation, hits mostly activators | Rap guanine nucleotide exchange factor 3 (Homo sapiens), O95398 | 360,000 compounds, 0.073% hits | EPAC1 agonist qHTS, biochemical assay; response scale: 100% = response to 6.5 mM cAMP; further: potency means the concentration at half of the fitted maximal effect; nearly all actives have a fitted effect of over 60% in size
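Fluorescent GDP-exchange assay: 100 nM EPAC1 with 250 nM Rap1B preloaded with BODIPY-GDP and 50 uM GDP; compounds tested as concentration series, 5 min at room temperature, then read every 5 min for 30 min (ex 480/em 540 nm); normalized to 6.5 mM cAMP.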
EPAC1 antag = qHTS for Antagonist of cAMP-regulated guanine nucleotide exchange factor 3 (EPAC1): primary screen; 360,000 compounds, 0.14% hits; AID 720709, 2013; Potency, µM (highest dose often 115 µM), inactives show at the top dose activity change, negative = inhibition, usual class: inhibitors; EPAC1 GEF assay, Rap1b-BODIPY-GDP exchange fluorescence;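 further: potency means the concentration at half of the fitted maximal effect; plate controls were vehicle for no effect and positive control for full effect; nearly all actives have a fitted effect of over 50% in size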
PTHR1 ag = qHTS for PTHR1 Agonists: Primary Screen; Parathyroid hormone/parathyroid hormone-related peptide receptor (Homo sapiens), Q03431; HEK293 GP2 PTHR1 cells, GloSensor cAMP luminescence, 1 h; Potency, µM (top dose mostly 115 µM), for inactives: top-dose activation, usual class: activators; 410,000 compounds, 0.075% hits; AID 743266, 2014; further: potency means the concentration at half of the fitted maximal effect; nearly all actives have a fitted effect of over 55% in size; some results filed as inactive show a strong effect at the top dose; inactives centre near -15; many of its hits are not listed in these tables
Target sequence (Q03431 whole entry, looked up): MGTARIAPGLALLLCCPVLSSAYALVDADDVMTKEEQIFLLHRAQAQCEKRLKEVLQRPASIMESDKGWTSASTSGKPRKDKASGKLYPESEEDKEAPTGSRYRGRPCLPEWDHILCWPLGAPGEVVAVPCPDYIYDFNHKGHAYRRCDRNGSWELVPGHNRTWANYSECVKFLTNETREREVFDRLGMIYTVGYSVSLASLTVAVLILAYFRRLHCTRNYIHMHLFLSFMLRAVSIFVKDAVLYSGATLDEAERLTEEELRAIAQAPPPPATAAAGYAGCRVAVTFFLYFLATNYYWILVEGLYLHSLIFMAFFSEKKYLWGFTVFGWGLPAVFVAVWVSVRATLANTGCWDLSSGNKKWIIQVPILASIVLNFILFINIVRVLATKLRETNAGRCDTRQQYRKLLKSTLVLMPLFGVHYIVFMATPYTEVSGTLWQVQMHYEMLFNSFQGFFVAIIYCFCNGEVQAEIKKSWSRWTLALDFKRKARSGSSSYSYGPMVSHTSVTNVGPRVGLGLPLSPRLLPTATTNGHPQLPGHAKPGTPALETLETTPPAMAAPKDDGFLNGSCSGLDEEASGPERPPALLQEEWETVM
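HEK-293-derived GP2 cells expressing PTHR1 and a GloSensor cAMP reporter, 3,000/well, plated overnight, given luciferin plus IBMX (each 0.5 mM as added) for 1 h at 37 °C, then compound for 1 h at 37 °C. Luminescence was read after 15 min at room temperature.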
IL2 activator = qHTS of IL-2 Activators; IL-2 activation reporter assay, cell-based qHTS; stimulated with anti-CD3/CD4/CD28 beads; in transgenic mouse T cells; activation, % (series mostly up to about 46 µM); 360,000 compounds, 0.065% hits; in the data active means activation above about 50%; inconclusive means mostly about 30% to 49%; further: 0% is about no effect
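First, unstimulated transgenic mouse T cells were exposed to compound for 60 min. Next, anti-CD3/anti-CD4-coated beads with anti-CD28 were added. Finally, after 18 h at 37 degrees C, EGFP and DsRed were imaged.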
GLP-1R agonist = qHTS of GLP-1 Receptor Agonists | Glucagon-like peptide 1 receptor (Homo sapiens), P43220 | HEK293 GLP-1R CRE-luciferase, luminescence, 4-6 h; cells express a hypersensitive GLP-1R form | Potency, µM (top dose mostly 45.6 µM), inactives show at the highest dose activation, hits mostly activators | 380,000 compounds, 0.007% hits; further: potency means the concentration at half of the fitted maximal effect; % of control where 0% means no effect
GLP1R inv ag = qHTS of GLP-1 Receptor Inverse Agonists (Inhibition Mode). HEK293 GLP-1R CRE-luciferase, luminescence, 24 h; GLP-1R form is constitutively active. 410,000 compounds, 1.6% hits. AID 624417, 2012. Potency, µM (series often up to 38.3 µM), for the others: at the highest dose activity change, negative = inhibition, actives largely listed as inhibitors. Glucagon-like peptide 1 receptor (Homo sapiens), P43220; further: potency means the concentration at half of the fitted maximal effect; on the % scale 0 is the no-effect control and ±100 the full control effect; nearly all actives have a fitted effect of over 55% in size
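Inverse agonists were sought by their lowering of basal cAMP reporter luciferase output in HEK293 cells stably carrying constitutively active human GLP-1R, after 24 h compound treatment.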
PLK1 PBD block = qHTS for Inhibitors of PLK1-PDB (polo-like kinase 1 - polo-box domain): Primary Screen. Potency, µM, for inactives: max response, negative = inhibition, usual class: inhibitors. AID 720504, 2013. Serine/threonine-protein kinase PLK1 (Homo sapiens), P53350. Plk1 PBD binding of FITC phosphopeptide, fluorescence polarization. 360,000 compounds, 2.8% hits; further: potency means the concentration at half of the fitted maximal effect; series mostly up to about 57 µM; on the % scale 0 is the no-effect control and ±100 the full control effect; nearly all actives have a fitted effect of over 65% in size
An asterisk follows results filed as active; i = inactive; ? = inconclusive; / = not tested or not shown; & = joins results of further samples; [ ] = dose if it differs, or a comment. Unless noted, the call rests on the fitted dose curve; in most records, active means well fitted curve in the direction sought with a large enough effect; inconclusive means small, poorly fitted or top-dose-only effect, or another doubt; inactive means no such curve, though single readings can be large; an effect the other way counts as inactive or inconclusive.

SMILES	PI5P4K alpha inh	GLP1R cytotox	EPAC1 agonist	EPAC1 antag	PTHR1 ag	IL2 activator	GLP-1R agonist	GLP1R inv ag	PLK1 PBD block
CCOC(=O)c1c(C)[nH]c(C)c1S(=O)(=O)NCc1cc(C)ccc1C	1	-12%	-2%	-7%	-14%	0.1	7%	?	-9%
Cc1ccc(NC(=O)CSc2ncnc3ccccc23)cc1S(=O)(=O)N1CCOCC1	-5	0%	4%	-7%	-29%	-5.5	-4%	?	3%
COc1ccc(N2C(=O)C3C(C2=O)C(C(=O)c2ccc(Cl)cc2)N2CCCC32)cc1 (configuration not stated)	-23	?	5%	16%	i	-2.9	13%	79%[activator]	0%
CCc1cccc(C)c1NC(=O)COC(=O)CNS(=O)(=O)/C=C/c1ccccc1	-1	-4%	-7%	-1%	i	1.4	6%	14%	4%
CCOC(=O)c1ccc(NC(=O)CCc2nnc3ccc(N4CCCC4)nn23)cc1	1	-7%	10%	9%	i	-2.6	-3%	8%	-9%
COc1cccc(-c2nc(CC(=O)O)cs2)c1OC	1	20%	9%	-4%	i	-0.8	2%	9%	-10%
CCOc1ccc(NC(=O)CCNS(=O)(=O)c2ccc3c(c2)CCC(=O)N3)cc1	-3	23%	6%	-26%	i	-0.6	6%	-4%	-14%
CCN(CC)S(=O)(=O)c1ccc(N2CCOCC2)c(NC(=O)c2cc3ccccc3oc2=O)c1	-5	1%	-2%	-25%	-68%[inhibitor]	-3.1	12%	?	-5%
Cc1ccc(NC(=O)C2(S(=O)(=O)c3ccc(Cl)cc3)CC2)c(Br)c1	-1	28%	10%	-22%	-16%	0.5	23%	?	-17%
COc1ccc(OC)c(C2NC(=O)N(C)C(C)=C2C(=O)OCc2ccccc2)c1 (configuration not stated)	15	-11%	3%	0%	i	-0.5	6%	-28%	-13%
CCC(=O)Nc1nc2ccccc2n1Cc1ccccc1	/	-19%	-1%	9%	i	-3.0	4%	0%	1%
COc1ccc2cc3c(N)c(C(=O)NCc4ccco4)sc3nc2c1	-20	7%	1%	14%	-10%	0.8	6%	0%	-16%
COc1cccc(-c2nnc(SCC(=O)Nc3ccc(OC)c(OC)c3)n2N)c1	-19	-1%	9%	22%	?	-4.2	7%	0%	-7%
CCn1c(=O)c(C(=O)NC(C)c2ccccc2)c(O)c2ccccc21 (configuration not stated)	18	2%	1%	?	i	-0.7	-2%	19%	-12%
CS(=O)(=O)Nc1ccccc1C(=O)Nc1cccc(Cl)c1	/	-19%	-8%	6%	-28%[57.5 µM]	-2.3	-1%	12%	-1%
CCOC(=O)c1[nH]c(C)c(C(=O)Nc2ccccc2C)c1C	0	-11%	2%	-18%	0%	-3.0	0%	?	-16%
Cc1cc(CC(C)C)n(-c2nc3ccccc3c(=O)n2OCC(N)=O)n1	-10	-21%	-7%	-7%	i	-1.4	0%	-22%	21µM*
Cc1c(NC(=O)/C=C/c2cn(-c3ccccc3)nc2-c2ccc(F)cc2)c(=O)n(-c2ccccc2)n1C	-30	-16%	-4%	2%	-58%[inhibitor]	-3.1	2%	?	11µM*
Cc1ccn2c(NC(=O)c3cccs3)c(-c3ccccc3)nc2c1	5	-12%	-2%	0%	-5%	-0.1	1%	-12%	-1%
CCCCOc1ccc(N2C(=O)CC(N(O)c3ccccc3)C2=O)cc1 (configuration not stated)	-6	-2%	-7%	-7%	-16%	-0.4	-8%	-22%	-4%
N#CC1=C(N)OC2=C(CN(Cc3ccccc3)C/C2=C\c2cccnc2)C1c1cccnc1 (configuration not stated)	3	-3%	-9%	-1%	-19%[57.5 µM]	-0.7	-11%	4%	-6%
COc1ccc(C2CC(c3ccccc3)=NN2C(=O)c2cccs2)cc1 (configuration not stated)	/	-1%	13%	5%	i	-2.1	4%	0%	3%
CC(C)(C)c1ccc(CS(=O)(=O)CC(O)CN2CCCC2=O)cc1 (configuration not stated)	-1	-8%	9%	-16%	i	1.2	5%	-27%	34µM*
O=C(NC(=S)Nc1ccc(Cc2ccncc2)cc1)c1ccc(F)cc1	-6	-38%	4%	-5%	-39%[inhibitor]	-3.1	22%	-11%	-12%
COc1ccc(-c2nnc(SCC(C)C)o2)cc1	16	-6%	7%	-16%	-19%	-1.8	7%	?	-7%
O=C(O)c1cccc2c1C(=O)c1ccc(-c3ccc(Cl)c(C(F)(F)F)c3)cc1S2(=O)=O	-24	1%	-3%	-14%	i	0.1	-5%	11%	?
O=C(O)/C=C/c1ccc2noc(-c3ccccc3)c2c1	-15	7%	-7%	3%	-6%	0.2	1%	-2%	-12%
CC1Sc2ccc(C(=O)O)cc2NC1=O (configuration not stated)	?	11%	2%	2%	4%	0.2	4%	8%	-7%
CCN(C[C@H]1N[C@@](CC)(C(=O)OC)[C@H]2C(=O)N(C)C(=O)[C@@H]12)C(=O)Nc1ccc(C)cc1	2	-10%	5%	0%	i	-0.3	-1%	10%	-17%
CCC(c1nnnn1Cc1ccco1)N1CCN(c2cc(Cl)ccc2C)CC1 (configuration not stated)	2	-9%	11%	?	i	0.3	1%	?	?
C=CCN(CC=C)C(=S)NC(=O)c1ccc(C)c(Br)c1	-6	?	-2%	-9%	i	-4.2	-3%	3.2µM*	1%
Cc1cc(C(=O)NC(=S)Nc2ccccc2N2CCCC2)ccc1[N+](=O)[O-]	-1	-13%	-7%	-8%	-15%	0.4	-1%	-18%	1%
CN(C)S(=O)(=O)c1ccc(C(=O)Nc2nc3ccccc3[nH]2)cc1	-15	-4%	-3%	-2%	0%	0.0	4%	47%[activator]	0%
CCSC1=NC(C)(C)C=C(C)N1	-1	2%	7%	0%	i	-0.4	-6%	17%	-8%
CCCc1ccc(Oc2cn[nH]c2-c2ccc(O)c(C)c2O)cc1	/	-11%	22%	-8%	-12%[57.5 µM]	-0.8	13%	-2%	-4%
C=CCNc1c2c(nc3nnnn13)CCCC2	3	8%	-3%	-11%	i	-0.9	12%	14%	-3%
CC(C)Cc1ccc(S(=O)(=O)N2CCOCC2)cc1	/	-2%	-8%	9%	5%[57.5 µM]	-2.0	-4%	0%	-6%
O=C(CSc1nnc(-c2ccccc2)c(-c2ccccc2)n1)NCc1ccco1	-20	?	16%	-3%	i	0.0	-7%	?	21µM*
COC(=O)CSc1cc(C)nc2ccc(OC)cc12	-1	-14%	4%	2%	i	1.6	-2%	44%[activator]	?
COc1ccc(OC)c(Nc2nc3nonc3nc2N2CCCC(C)C2)c1 (configuration not stated)	0	-2%	-1%	18%	i	12	5%	3%	4%
COc1cccc(NC(=O)C2CCN(C(=O)[C@@H]3Cc4ccccc4CN3C(=O)OC(C)(C)C)CC2)c1	4	-78%	-1%	-9%	i	-4.4	2%	?	-4%
O=C(CCC1COc2ccccc2O1)NC1CCCCC1 (configuration not stated)	/	-2%	6%	0%	-20%[57.5 µM]	-1.5	7%	-7%	0%
CC(C)(C)c1ccc(OCC(=O)Nc2ccc(C(=O)Nc3ccccc3C(=O)O)cc2)cc1	?	?	-28%	?	-34%[inhibitor]	1.6	2%	-26%	?
CCOC(=O)c1sc(NC(=O)CSc2nc(O)c(Cc3ccccc3)c(=O)[nH]2)nc1C	-22	-14%	-1%	0%	-17%	-2.8	14%	19%	-19%
Cc1cc(=O)oc2cc(NC(=O)c3ccccc3OC(F)F)ccc12	-2	-8%	-3%	-18%	-4%	0.7	11%	4%	?
CC(=O)c1ccc(N2CCN(C(=O)Cc3cccs3)CC2)cc1	-1	1%	1%	-22%	-9%	-0.7	10%	11%	-1%
CCCOC(=O)c1c(NC(=O)CCCn2nc([N+](=O)[O-])c(Cl)c2C)sc(C(=O)OC)c1C	3	3%	-3%	-10%	-25%	-3.7	4%	18%	-27%
NNc1nc2c(-c3cccc(C(F)(F)F)c3)nnn2c2ccccc12	-1	70%[activator]	-10%	-4%	-13%	0.4	1%	?	10%
CN1CCN(C(=O)CN(Cc2ccc(Cl)cc2)S(C)(=O)=O)CC1	-2	-5%	-2%	2%	i	1.5	-4%	8%	2%
COc1ccccc1-n1c(=O)oc2ccc(Cl)cc2c1=O	2	15%	13%	-18%	-17%	0.0	-5%	?	-2%
Cc1nc2ccccc2cc1O	1	2%	2%	5%	i	-1.2	-8%	0%	2%
O=C(Nc1ccccc1)c1ccc(S(=O)(=O)NCC2CCCO2)cc1 (configuration not stated)	/	-4%	2%	20%	-59%[inhibitor]	-3.3	-4%	0%	-12%
CN(C)CCNc1nc2c(c(=O)[nH]c(=O)n2C)n1CC(O)COc1ccc(Cl)cc1 (configuration not stated)	/	9%	-7%	-1%	-12%[57.5 µM]	-1.7	0%	-2%	1%
COc1ccc(NC(=O)Cn2c(=O)oc3ccccc32)cc1	2	-1%&-6%	-8%	11%	?	1.8	1%	19%&7%	-8%

3 compounds picked at random from the list so far, as already listed:
SMILES	PI5P4K alpha inh	GLP1R cytotox	EPAC1 agonist	EPAC1 antag	PTHR1 ag	IL2 activator	GLP-1R agonist	GLP1R inv ag	PLK1 PBD block
Cc1nc2ccccc2cc1O	1	2%	2%	5%	i	-1.2	-8%	0%	2%
COc1ccc(NC(=O)Cn2c(=O)oc3ccccc32)cc1	2	-1%&-6%	-8%	11%	?	1.8	1%	19%&7%	-8%
O=C(Nc1ccccc1)c1ccc(S(=O)(=O)NCC2CCCO2)cc1 (configuration not stated)	/	-4%	2%	20%	-59%[inhibitor]	-3.3	-4%	0%	-12%

The list is partial; count on the stated rates, not on these rows.
